Screening results from PubChem BioAssay.
CIT2-GFP yeast – modulators of CIT2-GFP expression in yeast, primary screen, S. cerevisiae, GFP fusion, multiplex flow cytometry, MLPCN library; 0.065% of 320,000 active; GFP response vs DMSO, % at 10 µM; S. cerevisiae CIT2-GFP strain, 3 h; 100 means same as DMSO wells; AID 2029, 2009;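 active = GFP response relative to DMSO above a set limit, near the screen mean plus 3 SD, cut at about 150% in these data; inconclusive = Fewer than 70 cells measured for a yeast strain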;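 also: ratio of well median GFP fluorescence to mean of DMSO wells on the plate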
RPL19A TOR yeast – RPL19A-GFP expression modulators in yeast, primary screen, cell-based, S. cerevisiae, multiplex flow cytometry, MLPCN. S. cerevisiae RPL19A-GFP strain, 3 h; stronger effect = lower value. percent response vs DMSO, % at 10 µM. 0.3% of 330,000 active;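 active = percent response vs DMSO below 50%; inconclusive = fewer than 70 events counted for the yeast strain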;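 also: median channel GFP fluorescence of the barcoded RPL19A-GFP strain; ratio of sample median GFP to plate DMSO average so 100% = DMSO; lower means less RPL19A-GFP as with rapamycin TOR inhibition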
LAP4 TOR yeast – modulators of LAP4-GFP expression in yeast, primary screen, S. cerevisiae, multiplex flow cytometry, MLPCN library; 0.34% of 320,000 active; GFP response vs DMSO, % at 10 µM; 3 h; median GFP as percent of DMSO wells;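 active = GFP response vs DMSO above a set limit, about the screen mean plus 3 SD, cut at about 150% in these data; inconclusive = under 70 cell events counted for the yeast strain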
GRK2 inh – compounds blocking aptamer binding on GRK2 – biochemical, human GRK2, bead flow cytometry, HTS, primary screen; Beta-adrenergic receptor kinase 1 (Homo sapiens), P25098; FAM-aptamer displacement from GRK2; inhibition of aptamer binding, % at 10 µM; 0.59% of 330,000 active; AID 488847, 2010;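 active = inhibition of aptamer binding above 40%, roughly 3 SD of noise, on plates passing a quality check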;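 also: median bead fluorescence of bound FAM aptamer so fluorescent compounds give negative values; no value below 0 was filed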
GASC-1 inh – inhibitors of GASC-1 histone demethylase, primary screen, biochemical, fluorescence, DELFIA europium. Lysine-specific demethylase 4C (Homo sapiens), Q9H3R0. GST-JMJD2C(1-420) H3K9me3 demethylation. inhibition, % at 2.35 µM. 0.069% of 330,000 active. AID 2099, 2009;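 active = more than half of a compound's replicate wells show inhibition beyond 50%, single wells judged on their own value; inconclusive = some, but no more than half, of replicates pass 50% inhibition; inactive = no replicate passes 50% inhibition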;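 also: signal counts dimethyl H3K9 product captured on neutravidin plate; 0% = median of DMSO wells and 100% = 0.3 times that DMSO median; strong numbers were not always called active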
AGP1-GFP MLPCN – modulators of AGP1-GFP expression in yeast TOR pathway, primary screen, cell-based, multiplex flow cytometry, S. cerevisiae, MLPCN library; 0.02% of 320,000 active; GFP response vs DMSO, % at 10 µM; AID 2066, 2009; 3 h; GFP as percent of DMSO wells;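 active = GFP response relative to DMSO above a set limit, near screen average plus 3 SD, cut at about 150% in these data; inconclusive = fewer than 70 cells counted for the yeast strain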;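 also: median GFP channel fluorescence of the gated AGP1 strain per well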
MEP2 TOR yeast – modulators of MEP2-GFP levels in yeast, primary screen, S. cerevisiae, multiplex flow cytometry, MLPCN library; S. cerevisiae MEP2-GFP strain, 3 h; 100% = DMSO control level; 0.51% of 330,000 active; GFP response vs DMSO, % at 10 µM; AID 2016, 2009;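 active = GFP response versus DMSO above a set limit, roughly screen mean plus 3 SD, cut at about 180% in these data; inconclusive = fewer than 70 cells counted for a yeast strain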;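 also: median GFP fluorescence of the barcode-gated MEP2-GFP cells per well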
VLA-4 inh – inhibition in human VLA-4 binding assay, primary screen, VLA-4 allosteric modulator project, MLPCN library, flow cytometry, VLA-4 expressing cells; Integrin alpha-4 (Homo sapiens), P13612; ligand binding flow cytometry; inhibition, % (about 7 µM as worked out from the volumes in the protocol); 0.2% of 330,000 active; AID 2557, 2010; in the data active = inhibition above about 50%
Target sequence (P13612 whole entry, looked up): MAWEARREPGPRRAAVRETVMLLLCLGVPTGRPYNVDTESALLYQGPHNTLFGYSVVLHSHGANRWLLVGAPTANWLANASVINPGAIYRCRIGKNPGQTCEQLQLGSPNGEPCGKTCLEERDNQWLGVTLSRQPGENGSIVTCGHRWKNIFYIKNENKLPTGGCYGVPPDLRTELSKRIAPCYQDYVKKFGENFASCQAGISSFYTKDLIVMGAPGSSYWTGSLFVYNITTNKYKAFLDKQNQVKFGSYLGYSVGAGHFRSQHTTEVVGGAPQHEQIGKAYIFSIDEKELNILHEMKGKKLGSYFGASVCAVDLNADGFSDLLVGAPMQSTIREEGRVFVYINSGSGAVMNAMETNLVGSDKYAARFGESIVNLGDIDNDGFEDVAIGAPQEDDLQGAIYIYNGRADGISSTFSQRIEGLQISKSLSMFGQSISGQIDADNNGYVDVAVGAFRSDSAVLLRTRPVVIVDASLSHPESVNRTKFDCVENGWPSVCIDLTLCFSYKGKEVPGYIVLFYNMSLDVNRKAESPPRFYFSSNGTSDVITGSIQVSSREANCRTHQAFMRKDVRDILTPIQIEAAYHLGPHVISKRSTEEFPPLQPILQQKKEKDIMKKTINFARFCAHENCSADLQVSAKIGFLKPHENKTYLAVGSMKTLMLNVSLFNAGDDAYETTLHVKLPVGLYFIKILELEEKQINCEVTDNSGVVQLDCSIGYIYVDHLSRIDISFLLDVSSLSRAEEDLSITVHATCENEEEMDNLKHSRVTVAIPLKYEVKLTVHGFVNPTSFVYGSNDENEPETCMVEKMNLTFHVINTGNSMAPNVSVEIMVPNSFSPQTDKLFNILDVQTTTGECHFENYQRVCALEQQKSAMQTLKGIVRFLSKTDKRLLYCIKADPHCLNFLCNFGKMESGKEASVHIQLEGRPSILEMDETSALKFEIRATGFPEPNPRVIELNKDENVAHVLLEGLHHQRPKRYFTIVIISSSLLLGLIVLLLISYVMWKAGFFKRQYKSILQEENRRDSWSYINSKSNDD
Starred values were filed as active, the others as inactive; ? = inconclusive; . = no result given.

SMILES	CIT2-GFP yeast	RPL19A TOR yeast	LAP4 TOR yeast	GRK2 inh	GASC-1 inh	AGP1-GFP MLPCN	MEP2 TOR yeast	VLA-4 inh
O=C(COC(=O)c1cccc([N+](=O)[O-])c1)Nc1ncc(Br)s1	100.2	104.0	95.5	0.0	9.0	105.5	111.9	10.4
Cc1ccc(NC(=O)Cn2nnc(C(=O)NCc3ccc4c(c3)OCO4)c2N)cc1	96.7	98.0	93.9	0.0	-0.2	97.9	98.0	2.7
COCC(=O)N=Nc1c(O)[nH]c2ccccc12	105.7	106.0	93.3	0.0	-12.4	102.7	106.7	-2.4
CC(C)CC(NC(=O)c1ccc(Cl)cc1)C(=O)O (stereo not drawn)	89.4	95.5	93.4	0.0	-0.5	97.8	97.4	30.5
O=C(Nc1nc(-c2ccccc2)cs1)c1ccc(N2CCOCC2)c([N+](=O)[O-])c1	102.5	100.4	96.8	3.0	6.7	106.5	105.6	14.8
CCCC1Nc2ccc(C(=O)O)cc2C2C=CCC12 (stereo not drawn)	71.1	95.3	102.4	2.0	7.7	80.5	85.6	15.1
O=C(CCN1C(=O)C2C3C=CC(C3)C2C1=O)Nc1c(F)cc(F)cc1Br (stereo not drawn)	100.3	99.3	100.1	0.0	0.5	100.9	106.8	13.9
CCC(=O)Nc1cc(C(=O)O)ccc1Sc1ccccc1	87.2	96.2	113.5	0.0	5.2	99.4	90.3	11.6
COc1ccc(-c2cc(=O)c3ccccc3o2)cc1	89.3	92.5	104.6	4.0	?	78.8	95.5	-11.2
CCCc1nc2ccc(NC(=O)c3ccco3)cc2c(=O)n1Cc1ccc(Cl)cc1	98.1	100.5	103.1	0.0	1.5	.	101.0	-0.2
Fc1cccc(CSc2ccc3nnc(-c4ccccn4)n3n2)c1	93.5	87.2	75.4	0.0	0.9	78.8	91.5	-7.8
CCN1CCCc2cc(CN(CCN3CCOCC3)C(=O)Nc3ccc(C)c(C)c3)ccc21	103.2	109.6	113.3	0.0	0.6	108.2	108.6	-0.9
O=C(Nc1nccs1)c1ccc2c(=O)n3c(nc2c1)CCCCC3	115.6	108.7	96.4	1.0	0.6	105.4	110.9	3.7
COc1ccccc1N1C(C)=CC(=C(C#N)c2nc3ccccc3s2)C=C1C	98.2	103.7	114.3	0.0	8.2	101.3	99.2	-2.1
O=C(O)CNC(=O)c1ccc(N2CCOCC2)cc1[N+](=O)[O-]	87.7	89.0	81.0	0.0	5.6	83.1	80.9	7.3
O=C(CSc1ncnc2c1oc1ccccc12)Nc1nc2ccccc2s1	98.7	100.3	109.2	0.0	-10.8	105.5	109.7	29.8
CCCn1c(C)cc(/C=C(\C#N)C(=O)OCC(=O)Nc2cccc(OC)c2)c1C	98.5	95.9	89.9	10.0	4.3	94.3	67.1	3.3
CNc1nc(SCc2ccc(C)cc2)nc2c1CCCC2	106.6	89.8	104.8	0.0	-0.4	93.4	96.7	2.1
COC(=O)C1=C(C(=O)OC)SC(=C2C(=S)C(C)(C)N(C(=O)CC(C)C)c3ccccc32)S1	102.3	94.8	122.2	4.0	8.2	96.0	94.8	2.7
CN(CC(=O)Nc1ccc(Cl)c(C(F)(F)F)c1)C(=O)c1cccs1	108.8	101.4	106.5	2.0	1.0	107.3	98.1	-8.1
Cc1cc(Nc2nc3ccccc3nc2Cl)n(-c2ccccc2C)n1	91.8	91.7	100.5	0.0	12.6	92.6	96.3	28.6
CCC(C)NC(=O)CN1C(=O)NC2(CCc3ccccc3C2)C1=O (stereo not drawn)	99.8	95.4	97.2	0.0	0.4	92.3	99.6	1.7
O=C(NC1CCCC1)c1cc2c(=O)n3ccccc3nc2s1	97.9	100.5	107.3	0.0	-3.7	101.3	108.3	5.0
C=CCN(CC(=O)c1sc(C(=O)OCC)nc1C)c1cccc(Br)c1	90.3	95.8	124.6	5.0	0.8	83.4	93.0	13.7
CCn1c(SCC(=O)NC2CCCC2)nc2c1c(=O)n(C)c(=O)n2C	107.5	101.5	93.5	1.0	-2.6	104.9	108.2	-0.4
Cc1ccc(S(=O)(=O)CCC(=O)OCC(=O)NCc2ccccc2)cc1	116.3	102.8	106.2	0.0	2.3	109.1	104.5	27.2
COc1ccc(C2=CN(Cc3ccccc3)C(c3ccccc3)CC2=O)cc1 (stereo not drawn)	91.6	92.7	93.5	2.0	.	96.0	96.3	-8.7
COc1cc(C)c(Br)cc1S(=O)(=O)NCCCN1CCOCC1	96.3	97.4	102.0	0.0	2.5	98.1	105.5	18.3
CCN1C(=O)/C(=C\N2CCN(c3cccc(Cl)c3)CC2)SC1=S	97.0	90.9	90.3	3.0	9.2	88.3	99.6	-10.1
COc1ccc(C2NN=C(c3ccc(C)cc3)S2)cc1 (stereo not drawn)	99.2	99.1	105.7	1.0	2.4	92.1	113.3	0.3
CCCC(=O)NCCc1cc2ccc(C)c(C)c2[nH]c1=O	98.7	105.4	104.4	4.0	10.1	102.8	104.3	-1.5
CCOC(=O)C1=C(COC(=O)c2ccc(OC)c(OC)c2OC)NC(=O)NC1C (stereo not drawn)	97.8	97.2	97.2	2.0	0.1	98.9	95.7	-7.0
COC(=O)C1=C(C(=O)OC)[C@@H]2N(Cc3ccccc3)c3ccccc3[C@@]23C[C@@H](C(=O)OC)N(C(=O)c2cccs2)C3=N1	89.1	97.7	87.2	3.0	4.1	91.3	88.9	38.6
N=C1/C(=C/c2cccn2Cc2ccc(Cl)cc2)C(=O)N=C2SC=CN12	96.9	98.9	91.6	0.0	8.1	98.9	101.9	0.8
Cc1cc(-c2c(C(=O)N3CCOCC3)c(C)nn2-c2cccc(C(F)(F)F)c2)no1	93.9	98.4	100.0	2.0	-1.7	98.6	99.3	-1.9
CCCCOc1ccc(S(=O)(=O)N2CCN(C)CC2)cc1	88.3	101.3	104.6	3.0	-10.1	101.5	96.7	9.3
O=C(NCc1cc(C(F)(F)F)cc(C(F)(F)F)c1)C1CC(c2c(Cl)cccc2Cl)=NO1 (stereo not drawn)	93.6	106.8	113.1	1.0	6.4	90.5	101.0	31.6
CCSc1nc(-c2ccccc2)c(-c2ccccc2)n1CC(O)CO (stereo not drawn)	104.4	104.6	95.2	2.0	-4.3	100.5	104.2	0.0
C=CCC[C@H](Cc1ccc(F)cc1)C(=O)OC[C@H](C)NC(=O)[C@H](CC=C)CC(=O)N(CCO)Cc1ccccc1	87.6	92.3	96.0	1.0	-4.7	94.4	95.9	12.4
Cc1cccc(NC(=O)CSc2nnc(-c3ccc(S(=O)(=O)N4CCCC4)cc3)o2)c1	105.2	92.5	92.5	3.0	3.5	95.0	96.0	8.1
CCOc1ccccc1N1CCN(C(=O)c2cc(C)oc2C)CC1	101.4	107.8	111.5	5.0	-16.2	109.7	111.0	.
COC(=O)CC1C(=O)NCCN1C(=O)c1ccc(S(=O)(=O)N2CCOCC2)cc1 (stereo not drawn)	84.4	87.5	139.5	0.0	2.3	103.5	105.8	-9.0
N/C(CN1CCCC1=O)=N\OC(=O)c1ccc(Cl)c(Cl)c1	98.3	97.8	95.6	1.0	5.3	94.4	99.7	8.1
Cc1cc(C)c2c(=O)[nH]c(SCC(=O)Nc3cccc(S(=O)(=O)N(C)C)c3)nc2n1	98.4	96.3	98.8	0.0	-4.5	97.9	100.6	11.5
O=C(O)Cc1cn(-c2ccccc2)nc1-c1ccccc1	101.3	104.8	108.9	0.0	-2.0	105.9	97.5	-11.5
O=C(/C=C/c1ccc(OC(F)F)cc1)OCC(=O)N1CCN(C(=O)c2ccco2)CC1	84.2	97.2	95.5	6.0	-2.5	98.0	102.2	4.3
O=C(CCNC(=O)C1CCN(S(=O)(=O)c2ccccc2)CC1)NCc1ccncc1	103.8	98.8	105.2	0.0	4.2	107.8	102.4	6.8
Cc1cc(C)c(NC(=O)c2ccc[n+](Cc3ccc([N+](=O)[O-])cc3)c2)c(C)c1	97.5	103.0	101.8	0.0	-7.5	110.2	106.7	0.0
CCOC(=O)c1c(N)sc(C(O)(C(F)(F)F)C(F)(F)F)c1-c1ccc(Cl)cc1	94.2	95.5	96.6	2.0	3.7	99.5	97.3	18.1
Nc1ccc2nc(SCC(=O)N3CCOCC3)sc2c1	98.6	93.6	85.1	0.0	3.9	93.7	82.2	-4.6

Filtered by structure, the entries above with a cyano group.
SMILES	CIT2-GFP yeast	RPL19A TOR yeast	LAP4 TOR yeast	GRK2 inh	GASC-1 inh	AGP1-GFP MLPCN	MEP2 TOR yeast	VLA-4 inh
COc1ccccc1N1C(C)=CC(=C(C#N)c2nc3ccccc3s2)C=C1C	98.2	103.7	114.3	0.0	8.2	101.3	99.2	-2.1
CCCn1c(C)cc(/C=C(\C#N)C(=O)OCC(=O)Nc2cccc(OC)c2)c1C	98.5	95.9	89.9	10.0	4.3	94.3	67.1	3.3

(list continues)
SMILES	CIT2-GFP yeast	RPL19A TOR yeast	LAP4 TOR yeast	GRK2 inh	GASC-1 inh	AGP1-GFP MLPCN	MEP2 TOR yeast	VLA-4 inh
CCc1ccc(NCc2nc3ccccc3c(=O)[nH]2)cc1	93.5	97.3	96.4	0.0	0.3	102.1	103.9	0.9
CCOc1ccc(NC(=O)c2cc3cc4ccc(C)cc4nc3o2)cc1	100.0	104.6	99.7	0.0	4.8	97.4	107.4	0.5
Cc1cc(-c2ccccc2)cc(-c2ccccc2)[n+]1C	99.0	103.2	108.3	2.0	.	106.6	100.3	16.4
Cc1[nH]c2ccccc2c1C=NNC(=O)c1cc(-c2cccnc2)nc2ccccc12	88.0	94.6	87.2	0.0	0.4	85.9	95.3	-2.8
Cc1ccc(C(C)C)c(OCCNC(=O)c2cncc(Br)c2)c1	75.9	90.0	88.7	0.0	10.1	82.5	97.3	-2.9
CCOC(=O)C1(Cc2ccccc2)CCN(Cc2cn[nH]c2-c2ccccc2)CC1	111.3	106.1	102.3	10.0	0.9	97.7	110.2	10.4
Cc1nn(-c2ccccc2)c(C)c1/C=N/NC(=O)c1cc(-c2cccs2)[nH]n1	99.0	104.5	91.3	0.0	-2.5	98.0	101.3	15.8
CCCCCn1c(N2CCN(Cc3ccccc3)CC2)nc2c1c(=O)[nH]c(=O)n2C	104.4	109.1	116.2	2.0	-7.2	109.8	107.9	5.0
CC(OC(=O)c1cc2ccccc2o1)C(=O)Nc1ccc(N2CCOCC2)cc1 (stereo not drawn)	101.8	103.8	100.8	2.0	-3.8	104.1	104.5	0.0
COc1ccc(NC(=O)c2ccc(NC(=O)CN3CCN(c4ccccc4)CC3)cc2)cc1	88.0	92.2	84.8	0.0	10.1	89.1	86.0	10.2
CCCCCCCNC1=CC(=O)CC(c2ccccc2)C1 (stereo not drawn)	108.0	111.8	100.4	3.0	1.2	108.1	115.2	-5.9
O=C(Nc1nnc(C2=COCCO2)o1)c1ccc([N+](=O)[O-])cc1	91.6	98.1	90.5	0.0	-2.7	85.2	93.8	0.3
O=C(CSc1nc2ncccc2[nH]1)NC1CCCC1	101.5	98.4	95.0	0.0	-7.0	99.4	98.9	8.0
c1ccc(-c2ccccc2OCCCN2CCOCC2)cc1	103.5	101.0	91.0	12.0	-18.1	97.3	97.3	35.3
